High-throughput results: PubChem, Broad Institute
ERp5 inh = blocks human ERp5 reductase activity on insulin. Q15084. ERp5 insulin aggregation, absorbance 650 nm, 90 min. inhibition, % at 9.99 µM. hit rate 0.05% among 350,000. AID 651711;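 active means mean replicate inhibition above about 25%, with every replicate also reaching it, limit read from the data, passing the limit was not always enough; inconclusive means only one of those two criteria met; inactive means neither criterion met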
SIRT5 inh = sirtuin-5 (human) deacylase inhibition; Q9NXA8; Purified SirT5, succinyl-peptide AMC, trypsin-coupled fluorescence; inhibition, % at 15 µM; hit rate 1.1% among 330,000; in the data active means inhibition above about 15%; inconclusive means no clear call, values can overlap the other calls
Target sequence (Q9NXA8 whole entry, looked up): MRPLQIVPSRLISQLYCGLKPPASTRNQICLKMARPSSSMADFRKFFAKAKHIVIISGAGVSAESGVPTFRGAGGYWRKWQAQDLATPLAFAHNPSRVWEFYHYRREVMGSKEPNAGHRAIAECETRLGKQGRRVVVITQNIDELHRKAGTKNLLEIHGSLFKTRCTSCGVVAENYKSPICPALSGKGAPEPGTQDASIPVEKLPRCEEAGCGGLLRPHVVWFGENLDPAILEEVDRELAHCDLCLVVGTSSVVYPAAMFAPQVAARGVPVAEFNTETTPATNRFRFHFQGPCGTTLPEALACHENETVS
Statin myotox sup = suppressors of simvastatin-induced myotoxicity in C2C12 myotubes; hit rate 0.78% among 330,000; rescue of ATP level, % at 7.49 µM; ATP luminescence, 48 h; scaled: DMSO 0, geranylgeraniol control 100;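 active means mean ATP rescue above about 67%, or every replicate alone reaching that limit, limit read from the data, passing the limit was not always enough; inconclusive means no clear call, values can overlap the other calls; inactive means mean under the limit and some replicate under it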;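 further: myotubes were challenged with 10 µM simvastatin during compound exposure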
S100A4 MyoIIA = S100A4-myosin IIA interaction inhibition; P26447; S100A4/TAMRA-MyoIIA peptide fluorescence polarization; inhibition, % at 10.7 µM; hit rate 0.14% among 360,000;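 active means mean inhibition of at least 70% across replicates, with every replicate also reaching that level; inconclusive means mean inhibition reaches 70% but some replicates fall short; inactive means mean inhibition below 70%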
Target sequence (P26447 whole entry, looked up): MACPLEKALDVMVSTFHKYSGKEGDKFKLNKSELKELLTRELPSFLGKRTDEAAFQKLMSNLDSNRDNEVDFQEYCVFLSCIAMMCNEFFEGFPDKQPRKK
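assay system = human S100A4 monomer with TAMRA-labelled myosin IIA peptide | also added = labelled myosin peptide probe, 5 nM | incubation = 5 min between mix addition and reading | control set = DMSO and TFP controls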
E-sel inducer = E-selectin induction on HUVECs; HUVEC E-selectin immunofluorescence imaging; normalized: neutral wells 0, TNF-alpha wells 100; hit rate 0.37% among 260,000; P16581; activation, % at 7.58 µM; AID 686992;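 active means mean E-selectin-positive cell signal at least 10% of the positive control, reached in at least 60% of replicates, without over 20% cell loss; inconclusive means no rule given, readout overlaps actives, possibly toxicity-flagged; inactive means the rest, including those meeting only one limit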;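 further: in these data hits start at about 27%; measured in HUVEC primary endothelial cells; signal is the percent of cells scored E-selectin positive by PE staining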
Target sequence (P16581 whole entry, looked up): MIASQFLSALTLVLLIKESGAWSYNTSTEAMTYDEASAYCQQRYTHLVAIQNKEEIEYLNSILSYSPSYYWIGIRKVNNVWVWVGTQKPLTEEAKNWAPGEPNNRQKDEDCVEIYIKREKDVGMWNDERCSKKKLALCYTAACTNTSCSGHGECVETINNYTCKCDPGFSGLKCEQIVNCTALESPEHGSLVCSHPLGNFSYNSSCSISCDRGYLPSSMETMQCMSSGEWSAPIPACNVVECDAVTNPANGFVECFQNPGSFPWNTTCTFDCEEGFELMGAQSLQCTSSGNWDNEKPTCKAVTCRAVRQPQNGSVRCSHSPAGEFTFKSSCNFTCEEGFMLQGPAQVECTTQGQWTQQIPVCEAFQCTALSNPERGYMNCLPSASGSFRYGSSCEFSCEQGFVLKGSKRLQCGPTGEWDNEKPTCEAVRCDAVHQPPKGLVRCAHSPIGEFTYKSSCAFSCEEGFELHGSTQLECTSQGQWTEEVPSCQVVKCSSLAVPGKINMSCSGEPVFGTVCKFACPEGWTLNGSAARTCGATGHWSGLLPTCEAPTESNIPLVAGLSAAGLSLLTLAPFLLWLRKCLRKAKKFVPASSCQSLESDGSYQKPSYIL
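Test system: HUVEC; input: 3,000 HUVEC/well; measured by: immunofluorescence imaging; read-out: % PE-positive cells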
DENV2 CPE = protects cells from dengue virus 2 cytopathic effect; CPE inhibition, % at 9.99 µM; hit rate 1.7% among 350,000; DENV2-infected cells, cytopathic effect rescue, plate reader; in the data active means CPE inhibition above about 20%, passing the limit was not always enough; inconclusive means no clear call, values can overlap the other calls; tested in BHK-21 cells;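 further: 0% = median of neutral control wells and 100% = median of positive control wells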
PglD inh = blocks C. jejuni PglD acetyltransferase activity; hit rate 0.098% among 360,000; inhibition, % at 12.5 µM; purified PglD enzyme, DTNB colorimetric CoA detection; in the data active means inhibition above about 16%, passing the limit was not always enough; inconclusive means no clear call, values can overlap the other calls; further: strong numbers were not always called active
Numbers without * were called inactive; ? = inconclusive; . = no result given.

Every second line gives: ERp5 inh	SIRT5 inh	Statin myotox sup	S100A4 MyoIIA	E-sel inducer	DENV2 CPE	PglD inh
> C=CCOC(=O)c1sc(NC(=O)c2ccc(OC)cc2)nc1C
  0	-1	.	-5	1.5	5	.
> O=C(O)c1ccccc1NCc1ccsc1
  3	-4	4	-7	.	4	6
> O=C(NC(=S)Nc1ccccc1Cl)C1CC1
  -2	-1	.	-4	-0.2	-9	2
> CN(CC(=O)Nc1ccc(F)c(F)c1F)C(=O)C1CCCCC1
  -1	-1	-8	-4	.	-6	3
> O=C(N[C@H]1CC[C@@H](CCNC(=O)C2CCCC2)O[C@@H]1CO)c1ccncc1
  -1	0	3	1	3.4	-9	-1
> COC(=O)[C@@H](Cc1ccc(O)cc1)NC(=O)[C@H]1CCC(=O)N1C(=O)OCc1ccccc1
  2	1	5	0	.	-6	2
> C=CCOc1ccc(CNn2nnnc2N)cc1
  -1	-2	.	2	.	.	4
> CCOC(=O)c1c(/N=C/N(C)C)sc(/C=N/Nc2ccccc2)c1-c1ccc(Cl)cc1
  8	8	.	-10	.	.	.
> Cc1ccc(-c2nn3c(C)nnc3s2)cc1NC(=O)c1ccc(Br)o1
  3	.	1	-2	-0.2	-3	0
> N#C[C@H]1[C@@H](c2ccccc2)[C@H](CO)N1C(=O)c1cccnc1
  -6	-3	-20	-12	-0.3	-3	1

Given with tabs: seven of the compounds above.
Structure	ERp5 inh	SIRT5 inh	Statin myotox sup	S100A4 MyoIIA	E-sel inducer	DENV2 CPE	PglD inh
O=C(N[C@H]1CC[C@@H](CCNC(=O)C2CCCC2)O[C@@H]1CO)c1ccncc1	-1	0	3	1	3.4	-9	-1
CN(CC(=O)Nc1ccc(F)c(F)c1F)C(=O)C1CCCCC1	-1	-1	-8	-4	.	-6	3
C=CCOC(=O)c1sc(NC(=O)c2ccc(OC)cc2)nc1C	0	-1	.	-5	1.5	5	.
CCOC(=O)c1c(/N=C/N(C)C)sc(/C=N/Nc2ccccc2)c1-c1ccc(Cl)cc1	8	8	.	-10	.	.	.
C=CCOc1ccc(CNn2nnnc2N)cc1	-1	-2	.	2	.	.	4
O=C(NC(=S)Nc1ccccc1Cl)C1CC1	-2	-1	.	-4	-0.2	-9	2
Cc1ccc(-c2nn3c(C)nnc3s2)cc1NC(=O)c1ccc(Br)o1	3	.	1	-2	-0.2	-3	0

Later entries.
Every second line gives: ERp5 inh	SIRT5 inh	Statin myotox sup	S100A4 MyoIIA	E-sel inducer	DENV2 CPE	PglD inh
> COc1cc(/C=C2\SC(=S)N(c3cccnc3)C2=O)ccc1O
  -12	-1	.	-5	8.1	0	.
> O=C(O)C1CCC(CNCc2ccccc2Cl)CC1 (centres undefined)
  6	-2	.	2	-0.3	-4	.
> C[C@H](NC(=O)c1ncn2c1C(=O)N[C@@H](C)C2)C(=O)OC(C)(C)C
  4	0	19	4	.	15	-1
> O=C(c1noc2c1CCCC2)N1CCc2c([nH]c3ccccc23)C1c1ccccn1 (centres undefined)
  1	1	.	-1	0.1	-3	.
> CCCN(CC(=O)Nc1ccccc1OC)C(=O)c1ccc(S(=O)(=O)Nc2ccccc2OC)cc1
  0	-2	12	3	.	-2	-5
> CC(Sc1ccc([N+](=O)[O-])cn1)C(=O)Nc1nccs1 (centres undefined)
  7	-3	12	-13	0.0	1	6
> Nc1ccc(S(=O)C(F)(F)F)cc1 (centres undefined)
  1	-1	.	2	.	-6	.
> C/C(=N\O)C(C)NC(=O)c1ccccc1 (centres undefined)
  -1	-4	.	-21	0.1	-6	.
> C[C@H]1CN([C@@H](C)CO)C(=O)Cc2cc(N(C)C)ccc2O[C@@H]1CN(C)C(=O)Nc1ccc(F)cc1
  1	.	2	8	-2.0	-8	-3
> O=C(CSc1n[nH]c(-c2ccc(Br)cc2)n1)NC1CCCC1
  3	-2	-2	0	.	7	3

Next section.
Every second line gives: ERp5 inh	SIRT5 inh	Statin myotox sup	S100A4 MyoIIA	E-sel inducer	DENV2 CPE	PglD inh
> O=C(Nc1ccncc1)c1ccc(Cl)c(Cl)c1
  -2	1	-1	-5	.	-5	-7
> Cc1cc(C(=O)CN2C(=O)C(=O)N(Cc3ccccc3)C2=O)c(C)n1CC1COc2ccccc2O1 (centres undefined)
  2	-2	.	-6	.	-4	.
> CCOCCCNC(=O)Cc1ccc(F)cc1
  -1	-3	.	-1	.	-2	.
> Cc1noc(C)c1NC(=O)N(C)C[C@H]1Oc2ccc(N(C)C)cc2C(=O)N([C@@H](C)CO)C[C@@H]1C
  -5	2	0	5	-3.3	3	3
> CCN1CCN(C(c2cccs2)C(C)NC(=O)C(C)C)CC1 (centres undefined)
  6	4	0	1	0.0	-5	11
> O=C(O)c1ccc(NS(=O)(=O)Cc2ccc(Cl)c(Cl)c2)cc1
  5	.	1	-14	-1.2	5	0
> Cc1ccc(C)c(N2CCN(C(C(=O)NC3CCCC3)C(C)C)CC2)c1 (centres undefined)
  -2	-5	.	2	11	-1	.
> O=C(c1ccco1)N1CCC(c2nc3c(nnn3Cc3ccc(F)cc3)c(=O)[nH]2)CC1
  2	-2	51	5	0.1	-3	4
> Cc1c(NS(=O)(=O)c2ccc(C(=O)NCc3ccc(F)cc3)cc2)c(=O)n(-c2ccccc2)n1C
  -1	-1	6	-3	0.0	-8	5
> Cc1ccc(N2C(=O)Nc3cc(Cl)c(Cl)cc3N2O)cc1Cl
  -4	-4	.	1	.	2	.

Going on with the list.
Every second line gives: ERp5 inh	SIRT5 inh	Statin myotox sup	S100A4 MyoIIA	E-sel inducer	DENV2 CPE	PglD inh
> CCCn1nc(C(=O)NNC(=O)C2CSC3(C)CCC(=O)N23)c2ccccc2c1=O (centres undefined)
  1	-1	.	-2	-0.1	6	.
> CC(C)(C)C1CCC(OC(=O)C[N+]2(C)CCCCC2)CC1 (centres undefined)
  6	-3	.	1	.	1	.
> COCCCNc1nc2nonc2nc1N(C)CC1CCCN1C (centres undefined)
  4	-1	.	6	-0.9	-4	.
> COc1ccc(CNC(=O)C2CC(c3ccccc3[N+](=O)[O-])=NO2)cc1 (centres undefined)
  -1	3	11	2	-0.2	?	-2
> COc1ccc(NS(=O)(=O)c2cc(N=Nc3c(O)[nH]c(=O)[nH]c3=O)ccc2Cl)cc1
  -6	-2	3	9	-0.1	1	3
> Nc1ncnc2c1ncn2[C@@H]1O[C@H](COP(=O)(O)O)[C@@H](O)[C@H]1O
  -1	-2	-5	1	-0.2	-4	0
> C[C@@H]1CN([C@H](C)CO)C(=O)c2cc(NC(=O)CCCCCC(=O)Nc3ccccc3N)ccc2O[C@@H]1CN(C)C(=O)Nc1ccc(F)cc1
  4	-4	.	-1	9.1	-3	.
> COCCNc1ncnc2c1ncn2[C@H]1CN(Cc2cc(OC)c(OC)c(OC)c2)C[C@@H](CO)O1
  -5	.	2	-3	-0.1	-1	3
> Cc1ccc(F)c(S(=O)(=O)NC(=O)C2(C)CCN2C(=O)Cc2ccc(Cl)cc2Cl)c1 (centres undefined)
  2	-3	-11	7	-0.1	-4	4
> CO[C@H]1CN(C)C(=O)c2ccc(NS(C)(=O)=O)cc2OC[C@@H](C)N(C(=O)C2CCCC2)C[C@H]1C
  -5	1	-4	-34	0.2	1	-4

Continuation:
Every second line gives: ERp5 inh	SIRT5 inh	Statin myotox sup	S100A4 MyoIIA	E-sel inducer	DENV2 CPE	PglD inh
> COc1cc(C(=O)N(C)CC(=O)Nc2cccc(F)c2)ccc1OCc1ccccc1
  -3	2	-4	2	0.0	6	4
> O=C(NCC1CCCO1)c1ccc2c(c1)ncn2-c1cccc(F)c1 (centres undefined)
  4	-6	-9	1	0.1	3	-3
> Cc1ccc(NC(=O)CN(C)C(C)C(=O)Nc2ccc(S(=O)(=O)N3CCCC3)cc2)cc1 (centres undefined)
  5	8	13	1	2.1	5	-3
> Cc1ccc(C(=O)NN=Cc2ccc3c(c2)OCO3)cc1
  -2	.	-11	1	0.2	-3	-6
> CC(=O)N1CC(=O)N2[C@@H](CO)[C@@H](c3ccc(C#Cc4cccnc4)cc3)[C@@H]2C1
  -4	0	.	33	0.0	4	.
> COC(=O)c1ccc(CSc2n[nH]c(-c3ccccc3)n2)o1
  2	0	.	-2	.	-2	.
> COCc1cn(CC[C@@H]2CC[C@H](NC(=O)c3ccncc3)[C@@H](CO)O2)nn1
  1	1	-2	8	-0.5	15	1
> CCC(C)(NC(=O)c1ccccn1)C(=O)NC1CCCC1 (centres undefined)
  -3	3	.	6	.	-5	.
> CCOc1cnc(-c2c(-c3c(F)cccc3Cl)noc2C)o1
  1	-4	9	-4	.	1	-6
> CC1=C(C(=O)OC(C)(C)C)C(c2ccco2)C(C#N)=C(N)O1 (centres undefined)
  -1	0	-60	2	.	-3	-6

(continued)
Every second line gives: ERp5 inh	SIRT5 inh	Statin myotox sup	S100A4 MyoIIA	E-sel inducer	DENV2 CPE	PglD inh
> C[C@@H]1CN([C@H](C)CO)C(=O)c2cc(NC(=O)C3CCCCC3)ccc2O[C@@H](C)CCCCO[C@@H]1CN(C)Cc1ccncc1
  -3	2	-49	2	-0.2	?	0
> Cc1ccccc1C1c2[nH]c3ccccc3c2CCN1Cc1cccn1-c1ncccn1 (centres undefined)
  -1	5	6	-9	-0.4	2	3
> CCCC(=O)Nc1nc2ccc(NC(=O)c3c(F)c(F)c(OC)c(F)c3F)cc2s1
  1	2	-148	2	.	9	2
> C[C@H]1CN([C@@H](C)CO)C(=O)c2cc(-c3cccc(C#N)c3)cnc2O[C@H]1CN(C)C(=O)C1CCC1
  -2	-3	-13	1	0.5	10	-1
> C/C=C/c1ccc([C@H]2[C@@H](CO)N(C(C)=O)[C@@H]2CNC(=O)c2ccccc2)cc1
  0	-2	-2	-14	-0.2	12	-3
> C[C@@H]1CN([C@H](C)CO)C(=O)Cc2cc(NC(=O)Nc3ccc(C(F)(F)F)cc3)ccc2O[C@H]1CN(C)CC1CCCCC1
  4	-3	11	16	.	-5	2
> CO[C@H]1CC[C@H]2CCOc3c(C#N)cccc3C(=O)N(C)C[C@@H](OC)[C@@H](C)C(=O)N(C)C[C@H]1O2
  1	-4	22	5	-0.1	12	1
> COc1ccc(N2CCN(C(=S)Nc3cccc(C)c3C)CC2)cc1
  1	-9	-16	11	.	3	3
> CCN(CC)S(=O)(=O)c1cccc(NC(=O)COC(=O)c2n[nH]c(=O)c3ccccc23)c1
  9	0	.	6	.	0	.
> Cc1ccc(N2C(=O)Cc3ccccc3C2=O)cc1
  6	-2	1	-8	-10	9	4

A different layout for part of the listing above.
canonical_smiles	ERp5 inh	SIRT5 inh	Statin myotox sup	S100A4 MyoIIA	E-sel inducer	DENV2 CPE	PglD inh
Cc1ccccc1C1c2[nH]c3ccccc3c2CCN1Cc1cccn1-c1ncccn1 (centres undefined)	-1	5	6	-9	-0.4	2	3
CCCC(=O)Nc1nc2ccc(NC(=O)c3c(F)c(F)c(OC)c(F)c3F)cc2s1	1	2	-148	2	.	9	2
C[C@H]1CN([C@@H](C)CO)C(=O)c2cc(-c3cccc(C#N)c3)cnc2O[C@H]1CN(C)C(=O)C1CCC1	-2	-3	-13	1	0.5	10	-1

Continuation:
Every second line gives: ERp5 inh	SIRT5 inh	Statin myotox sup	S100A4 MyoIIA	E-sel inducer	DENV2 CPE	PglD inh
> COc1ccc(C)cc1NC(=O)CSc1nnc2ccc(-c3ccncc3)nn12
  -1	-6	.	-21	-0.1	4	-2
> C[C@H](CO)N1C[C@H](C)[C@@H](CN(C)S(=O)(=O)c2ccc(Cl)cc2)OCCCC[C@H](C)Oc2ccc(NS(=O)(=O)c3ccc(Cl)cc3)cc2C1=O
  .	.	.	.	-0.3	7	-1
> COc1ccc(N2CC(C(=O)Nc3nc4ccc(OC)cc4s3)CC2=O)cc1 (centres undefined)
  -7	-1	8	-3	.	5	-9
> CCN(C(=O)COC(=O)CCOc1cccc(C)c1)c1c(N)n(Cc2ccccc2)c(=O)[nH]c1=O
  -3	0	2	2	14	12	2
> COc1ccc(S(=O)(=O)N2CCN(C(=O)c3cc(C)oc3C)CC2)cc1OC
  0	-4	-1	-7	.	2	-3
> COc1cc(OC)c(C(=O)NCCCN2CCOCC2)cc1OC
  3	3	-7	1	0.2	-3	-7

Only part of the results is shown, so the mix of outcomes need not match the whole.
